Tau fluor cs – counter-screen for tau fibril formation inhibitors; Potency, µM (top dose mostly 57.7 µM), without a hit: at the highest dose activity change, negative = decrease; tau K18 P301L Alexa594 fluorescence, heparin fibrillization; 0.93% of 280,000 active; note: % is set by controls: 0 for no effect and ±100 for the full control effect; nearly all actives have a fitted effect of over 55% in size
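Human tau K18 P301L (15 uM unlabeled, 0.24 uM Alexa 594-labeled) in 100 mM sodium acetate pH 7 with 20 uM heparin, 6 hr at 37 C. ThT 30 uM added, 1 hr ambient; Alexa 594 FP and total fluorescence read at 555/632 nm.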
RECQ1 helicase – inhibitors of human RECQ1 DNA helicase; RECQ1 DNA unwinding, red fluorescence kinetic read; P46063; Potency, µM (doses to about 57.3 µM), without a hit: at the top dose activity, negative = inhibition, usual class: inhibitors; 0.54% of 240,000 active;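 note: plate controls were vehicle for no effect and no enzyme for full effect; nearly all actives have a fitted effect of over 30% in size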
Target sequence (P46063 whole entry, looked up): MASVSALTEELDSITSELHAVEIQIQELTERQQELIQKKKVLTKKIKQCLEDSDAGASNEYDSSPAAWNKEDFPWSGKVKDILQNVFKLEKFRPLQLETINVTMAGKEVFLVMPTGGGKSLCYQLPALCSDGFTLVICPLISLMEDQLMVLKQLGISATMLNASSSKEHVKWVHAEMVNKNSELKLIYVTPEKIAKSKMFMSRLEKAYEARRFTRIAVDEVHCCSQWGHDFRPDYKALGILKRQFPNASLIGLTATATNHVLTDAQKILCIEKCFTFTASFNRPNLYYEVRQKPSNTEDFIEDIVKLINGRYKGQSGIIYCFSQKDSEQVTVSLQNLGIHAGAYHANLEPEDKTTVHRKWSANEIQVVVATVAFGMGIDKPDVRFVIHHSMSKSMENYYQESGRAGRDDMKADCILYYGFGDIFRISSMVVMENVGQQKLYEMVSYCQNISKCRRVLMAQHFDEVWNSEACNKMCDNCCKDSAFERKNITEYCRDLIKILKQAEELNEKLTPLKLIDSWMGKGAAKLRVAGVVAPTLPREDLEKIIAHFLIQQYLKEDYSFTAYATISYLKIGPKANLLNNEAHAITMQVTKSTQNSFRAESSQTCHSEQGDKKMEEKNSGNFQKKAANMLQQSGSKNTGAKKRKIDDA
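RECQ1T1 50 nM; forked duplex (20 bp + 30-nt ss tails) 200 nM, ATP 2 mM final; pH 8.0, 2 mM MgCl2, 2.5 ug/ml poly(dI-dC); 15 min compound preincubation; discontinuous kinetic read over 2 h at RT.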
TRb-SRC2 inh – disrupts binding of human TR beta to SRC2; AID 1469; 0.065% of 280,000 active; TRbeta-SRC2 peptide binding, fluorescence polarization; receptor liganded with 1 µM T3; Potency, µM (titrated, usually from 106 µM), without a hit: top-dose activity change, negative = inhibition, usual class: inhibitors; P10828;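 note: plate controls were bound peptide for no effect and peptide without receptor for full effect; nearly all actives have a fitted effect of over 50% in size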
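TRb LBD 0.6 uM + Texas Red SRC2 peptide 20 nM, 1 uM T3, Tris buffer w/ 5% DMSO; compound pinned, 5 h RT; FP read ex 555/em 632; normalized to unbound and bound controls.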
L3MBTL1 inh – blocks human L3MBTL1 | Potency, µM (doses to about 57.1 µM), inactives show at the highest dose activity, negative = inhibition, actives largely listed as inhibitors | AlphaScreen L3MBTL1–H3K9me1 peptide binding | Q9Y468 | AID 485360 | 0.66% of 230,000 active; note: % is set by controls: 0 for no effect and ±100 for the full control effect; nearly all actives have a fitted effect of over 60% in size
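AlphaScreen proximity signal between nickel-chelate acceptor and streptavidin donor beads (final 10 ug/mL) reports binding of 50 nM L3MBTL1 to 75 nM biotin-H3 K9me1 peptide; complex incubated with compounds 30 min at room temperature; cefsulodin titration as control.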
HTT cytoprotect – Huntington cell model cytoprotection by ATP luminescence | PC12 HTT-Q103 induced, cytoprotection, ATP luminescence, 40 h | Potency, µM (top dose mostly 56.4 µM), without a hit: cytoprotection (ATP increase), usual class: activators | 0.14% of 230,000 active | AID 1471;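 note: % of control where 0% means no effect; nearly all actives have a fitted effect of over 45% in size; toxic huntingtin expression switched on by the ecdysone agonist tebufenozide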
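Compounds added alongside 100 nM tebufenozide, which induces toxic Q103 huntingtin exon 1-GFP in stable PC12 cells; surviving cells quantified by luminescent ATP measurement. Medium: phenol red-free DMEM, 5% equine and 5% calf serum.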
TR SRC2 fluor cs – alters Texas Red total fluorescence, flagging assay interference | TRb/SRC2 Texas Red total fluorescence interference | Potency, µM (titrated, usually from 106 µM), for inactives: top-dose fluorescence change, negative = quenching | 0.29% of 280,000 active; active = well fitted curve in either direction with a large enough effect; inconclusive = small, poorly fitted or top-dose-only effect; note: % is set by controls: 0 for no effect and ±100 for the full control effect
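Human TRb ligand-binding domain at 0.6 uM with 20 nM Texas Red SRC2 peptide in Tris buffer containing 1 uM T3 and 5% DMSO, incubated with compound 5 h at ambient temperature. Total fluorescence (555/632 nm) calculated as parallel + 2 × perpendicular.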
Tau ThT inhib – blocks human tau fibril formation measured by thioflavin T | recombinant tau K18 P301L, heparin-induced fibrillization, ThT fluorescence | 2.1% of 270,000 active | Potency, µM (doses to about 57.4 µM), for inactives: at the top dose activity, negative = inhibition, hits mostly inhibitors; note: % is set by controls: 0 for no effect and ±100 for the full control effect; nearly all actives have a fitted effect of over 55% in size
Target sequence (P10636 561-689 P618L limits assumed): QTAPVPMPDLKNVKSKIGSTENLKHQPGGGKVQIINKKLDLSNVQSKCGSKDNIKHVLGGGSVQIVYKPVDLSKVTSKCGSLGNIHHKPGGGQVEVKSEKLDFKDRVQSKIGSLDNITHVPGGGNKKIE
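Tau K18 P301L fragment (15 uM unlabeled plus 0.24 uM Alexa 594-labeled) in 100 mM sodium acetate pH 7 with compound, fibrillization induced by 20 uM heparin for 6 hr at 37 C. Thioflavin T (30 uM) added, fluorescence read after 1 hr (ex 450, em 510 nm).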
Tau FP inhib – blocks human tau fibril formation measured by polarization. K18 P301L tau heparin fibrillization, Alexa594 FP, 6 h. Potency, µM (doses to about 57.7 µM), for inactives: at the top dose activity, negative = inhibition, actives largely listed as inhibitors. 0.39% of 280,000 active. AID 1468; note: % is set by controls: 0 for no effect and ±100 for the full control effect; nearly all actives have a fitted effect of over 55% in size
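Heparin (20 uM) drove fibril formation of recombinant tau K18 P301L, 15 uM unlabeled with 0.24 uM Alexa 594 label, for 6 hr at 37 C in 100 mM sodium acetate pH 7. Fluorescence polarization (555/632 nm) read 1 hr after 30 uM ThT.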
Starred values were filed as active, the others as inactive; i = inactive; u = inconclusive; x = no result given; [ ] = another dose, or the depositor's remark. Unless noted, calls come from the whole dose curve; as a rule, active = well fitted curve in the direction sought with a large enough effect; inconclusive = small, poorly fitted or top-dose-only effect, or another doubt; inactive = no such curve, though single readings can be large; an effect the other way counts as inactive or inconclusive. Potency is the fitted concentration of half-maximal effect. A portion of the library; rates above refer to the full screens.

Second line of a record: Tau fluor cs	RECQ1 helicase	TRb-SRC2 inh	L3MBTL1 inh	HTT cytoprotect	TR SRC2 fluor cs	Tau ThT inhib	Tau FP inhib
- CC(=O)c1c(C)n(CC(=O)NCc2ccc3c(c2)OCO3)c2ccccc12
    4%	-11%	-6%	0%	1%[10 µM]	0%	-5%	4%
- Cc1ccc(Nc2c(-c3ccc(N4CCOCC4)cc3)nc3ccc(C)cn23)cc1
    -10%	x	-2%	x	x	-2%	-1%	1%
- Cc1ccccc1Nc1sc(C(=O)c2ccc(F)cc2)c(N)c1C(=O)NCCc1ccccc1
    u	x	5%	x	x	-19%	u	-1%
- Cc1ccc(NC(=S)N(Cc2cccs2)Cc2cc3cc(C)ccc3[nH]c2=O)cc1
    -15%	-5%	2%	4%	-19%[10 µM]	0%	-10%	-4%
- c1ccc2c(c1)nc1n2C2(N3CCOCC3)CCCC2C1N1CCOCC1 (configuration not stated)
    -8%	u	-5%	-12%	-17%[10 µM]	-3%	u	-9%
- COCCn1c(C)cc(O)c(C(c2ccccc2F)N2CCN(c3ccccc3)CC2)c1=O (configuration not stated)
    -2%	x	-6%	x	x	0%	u	u
- O=C(CNC(=O)c1cccs1)NCC(=O)OCc1c(F)cccc1Cl
    -4%	i	-11%	11%	-16%[10 µM]	0%	0%	-9%
- S=C1NC[C@H](CC2CCCCC2)N1CCc1cccc2ccccc12
    -4%	17%	9%	x	14%[10 µM]	-3%	-6%	8%
- O=C(N/N=C1/CCc2ccccc21)C1CC1
    -15%	i	-3%	3%	-38%[inhibitor]	0%	-9%	u
- CC[n+]1c(/C=C(\C)Nc2ccccc2)sc2ccccc21
    -3%	-8%	-4%	0%	-1%[10 µM]	-3%	u	4%
- CC(=O)c1ccc(NC2OC(CO)C(O)C(O)C2O)cc1 (configuration not stated)
    -4%	i	0%	2%	-5%[10 µM]	1%	-5%	2%
- CC(C)NC(=O)c1cc(-n2cnnc2)ccc1Cl
    -3%	-1%	1%	x	18%	-3%	-6%	-4%
- COc1ccc(CN2CC(C(=O)NCCN3CCOCC3)CC2=O)cc1 (configuration not stated)
    -6%	1%	0%	-6%[11.4 µM]	-3%	0%	-11%	1%
- CC(=O)Nc1ccc(/C(C)=N/Nc2nc(Nc3cccc4ccccc34)nc(N3CCOCC3)n2)cc1
    4%	6%	3%	-26%	x	-2%	3%	4%
- COc1ccccc1CNC(=O)Cc1csc2nc(-c3ccc(F)cc3)cn12
    u	x	2%	x	x	-1%	-15%	-1%
- O=c1cc(-c2ccccc2Cl)oc2c(NS(=O)(=O)c3cccc4nsnc34)ccc(O)c12
    u	i	-1%	x	16%[10 µM]	-3%	u	-5%
- N#Cc1ccccc1NC(=O)Cn1cnc2onc(-c3cccc(F)c3)c2c1=O
    3%	x	-6%	x	x	-3%	9%	u
- CCn1c(C)cc(/C=C2/NC(=O)N(c3ccccc3)C2=O)c1C
    -13%	u	7%	-12%	-34%[inhibitor]	-1%	u	-7%
- CC(C)NC(=O)COc1ccc(S(=O)(=O)N(C)Cc2ccccc2)cc1
    -7%	-4%	0%	5%	24%[10 µM]	-1%	-6%	-1%
- C/C(CC1CC2=C(CC1(C)C)C(C)(C)CCC2)=N\NC(N)=S (configuration not stated)
    -12%	-14%	3%	x	-84%[inhibitor]	1%	-19%	-2%

Next records follow.
Second line of a record: Tau fluor cs	RECQ1 helicase	TRb-SRC2 inh	L3MBTL1 inh	HTT cytoprotect	TR SRC2 fluor cs	Tau ThT inhib	Tau FP inhib
- CCCCC(=O)Nc1cccc(NC(=S)NC(=O)C(C)C)c1
    -8%	-12%	-7%	8%	6%[10 µM]	-2%	-2%	-3%
- CCOc1cc2[nH]c(=O)n(CCC(=O)NCc3ccc(OC)cc3)c(=O)c2cc1OCC
    0%	-6%	2%	-1%	-8%	1%	4%	5%
- CSc1nc(NC(C)=O)nc(C)c1Cl
    5%	i	4%	36%[activator][11.4 µM]	20%	1%	2%	-6%
- Cc1ccc(OCC(=O)Nc2ccc3nc(SCC(=O)N(C)c4ccccc4)sc3c2)cc1
    u	x	8%	x	x	-11%	-3%	-6%
- C/C=C/C(=O)Nc1cccc(C2=NOC3(C2)C[C@H](C(N)=O)N(C(=O)/C=C/C)C3)c1 (some centres not stated)
    -10%	i	-8%	x	-16%[10 µM]	0%	-9%	-2%
- O=C(/C=C/c1ccc(Cl)cc1)N1CCC(c2nc3ccccc3o2)CC1
    -10%	x	-4%	x	x	3%	-18%	-2%
- CCOc1ccccc1CNC(=O)CCCN1C(=O)c2cccnc2Oc2ccc(Cl)cc21
    -5%	x	-1%	x	x	-7%	-1%	9%
- O=C(Cc1c(C(=O)O)[nH]c2ccccc12)Nc1cccc(C(F)(F)F)c1
    -21%	x	-2%	x	x	-2%	-8%	3%
- CCNC(=O)CCS(=O)(=O)c1ccc2ccccc2c1
    -1%	0%	-18%	-6%	-12%[1.9 µM]	-1%	-5%	0%
- Cc1cc(C)cc(Nc2cc(C(=O)NCCCN(Cc3ccccc3)C(C)C)c3ccccc3n2)c1
    2.8µM*[quencher]	x	-8%	x	x	-3%	-16%	u
- O=C(Cn1c(=O)nc(-c2ccccc2)c2cc(Cl)ccc21)NCCc1ccc(Cl)cc1
    -18%	x	-1%	x	x	2%	-12%	-7%
- O=C(c1ccccc1)N1CCN(c2ccc(Cl)cc2)CC1
    -9%	7%	-1%	-6%	-12%	-1%	-14%	-1%
- Cc1ccc(CCNC(=O)c2ccc3c(Cl)c4c(nc3c2)CCCC4)cc1
    -20%	x	3%	x	x	0%	u	5%
- COc1cc(C2C(C#N)=C(N)OC3=C2C(=O)CC(C)(C)C3)ccc1OC(=O)N1CCOCC1 (configuration not stated)
    0%	-4%	-9%	5%	-5%[10 µM]	-1%	-8%	5%
- CCC(=O)NC(c1ccc(N(C)C)cc1)c1c(O)ccc2ccccc12 (configuration not stated)
    u	i	-7%	-8%	-5%	-2%	u	-1%
- CCOC(=O)N1CCN(CC(=O)Nc2ccc([N+](=O)[O-])cc2C(=O)Nc2ccccc2F)CC1
    -21%	4%	-7%	1%	-3%[10 µM]	-5%	-10%	-7%
- CC1(C)CC(=O)C2=C(C1)NC(=O)CC2c1ccc(F)cc1 (configuration not stated)
    -5%	i	6%	-4%	-14%	0%	-7%	-2%
- c1ccc(OCc2nn3c(-c4ccncc4)nnc3s2)cc1
    -17%	i	-23%	35%[activator]	17%	1%	-17%	2%
- O=C(Nc1nc2nc(-c3ccccc3)cc(=O)n2[nH]1)c1ccc(Cl)cc1
    -7%	x	12%	x	x	-1%	-16%	-3%
- CCn1cc(/C=N/N=C2\CCC3C4CCc5cc(O)ccc5C4CC[C@]23C)c(C)n1 (some centres not stated)
    -25%	-10%	-3%	x	2%	0%	u	8%

(list continues)
Second line of a record: Tau fluor cs	RECQ1 helicase	TRb-SRC2 inh	L3MBTL1 inh	HTT cytoprotect	TR SRC2 fluor cs	Tau ThT inhib	Tau FP inhib
- CC(C)C(=O)Nc1ccccc1OCc1cc(=O)n2ccccc2n1
    -3%	x	-2%	x	x	-4%	-1%	0%
- CC(C)CC(=O)Nc1nnc(SCC(=O)NCc2ccc3c(c2)OCO3)s1
    3%	i	1%	17%	-21%	0%	-1%	11%
- O=S(=O)(c1ccc(Br)cc1)N1CCN(c2ccc3nnc(-c4ccccc4)n3n2)CC1
    -14%	-1%	2%	x	-40%[inhibitor]	1%	-18%	1%
- C=CCn1c(SCc2nnc(-c3ccccc3)o2)nnc1C(O)c1ccccc1 (configuration not stated)
    2%	-1%	0%	11%	12%[10 µM]	-1%	5%	2%
- COc1ccc(C(=O)NNC(=O)C2CCN(S(=O)(=O)c3ccc(C)cc3)CC2)cc1
    2%	7%	4%[53 µM]	6%	13%[10 µM]	1%[53 µM]	1%	-2%
- CCn1c(SCC(=O)Nc2oc(-c3ccccc3)c(-c3ccccc3)c2C#N)nnc1-c1ccncc1
    u	-10%	-9%	x	-10%	0%	u	-1%
- COc1cc2cc(C)c(SCC(=O)N3CCOCC3)nc2cc1OC
    -1%	-4%	-10%	-2%	-29%	-1%	-3%	-1%
- CNc1ccc(Cl)nn1
    0%	i	-4%	14%	-16%	-2%	7%	-9%
- Cc1ccc(C(=O)NCC(c2ccc(Cl)cc2)N2CCCCC2)cc1 (configuration not stated)
    -11%	x	0%	x	x	1%	0%	0%
- COC(=O)Cn1c2c(c3cc(C)ccc31)CCCC2
    -15%	i	-6%	-19%	-3%	-2%	-9%	8%
- COc1ccc(CCNS(=O)(=O)c2ccc(F)cc2)cc1OC
    -9%	10%	-17%	0%	5%[10 µM]	-2%	-3%	-1%
- COc1ccc(CNC(=O)COC(=O)CCCOc2ccc(Cl)cc2Cl)cc1OC
    -10%	-18%	4%[53 µM]	14%	9%[10 µM]	-3%[53 µM]	-8%	4%
- Cc1nc2ccccn2c(=O)c1NC(=O)c1ccc(C(F)(F)F)cc1
    -2%	x	-9%	x	x	-1%	-4%	-6%
- COc1ccc(OC(C)C(=O)NCCc2nc3ccccc3[nH]2)cc1 (configuration not stated)
    -4%	i	8%	-2%	x	0%	-5%	-4%
- O=C(c1cccn2c(=O)c3ccc(Cl)cc3nc12)N1CCN(Cc2ccc3c(c2)OCO3)CC1
    -7%	i	0%	5%	-8%	1%	-6%	6%
- COC(=O)CN1C(=O)C2(C(C#N)=C(N)Oc3c2c(C)nn3-c2ccccc2)c2ccccc21 (configuration not stated)
    -25%	-4%	3%	-17%	11%[10 µM]	-7%	28µM*	u
- CC1CCCCN1C(=O)c1cc(-c2ccc(Cl)c(Cl)c2)on1 (configuration not stated)
    -7%	i	-4%	9%	-7%	0%	-13%	3%

Source: PubChem
